MOR-DOR inv ag – inverse agonist of human OPRM1-OPRD1 heterodimerization; P35372+P41143; cell-based MOR-DOR heterodimer luminescence, inverse agonism; inhibition, % at 9.3 µM; 340,000 compounds, 0.21% hits; AID 504357; in the data active = inhibition above about 22%, passing the limit was not always enough;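 also: 0% = cells with DMSO and 100% = wells without cells with DMSO; values of inactives mirror those of a sister screen read the other way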
phage Ecoli inh – E. coli growth loss with phage present | growth absorbance | inhibition, % at 11.9 µM | 360,000 compounds, 0.26% hits; in the data active = inhibition above about 11%
Arr AP2 block – blocks beta-arrestin peptide binding to AP2 adaptin. FITC-arrestin peptide / GST-AP2 beads, flow cytometry; AP2 beta2 appendage carries R879A mutation. inhibition, % at 10 µM. 340,000 compounds, 0.31% hits. AID 504490;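 active = inhibition above a set limit, near 3 SD of compounds lacking own fluorescence, cut at about 54% in these data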;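 also: plate controls were DMSO wells for no effect and 5 µM unlabelled arrestin peptide for full effect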
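system = GST-tagged AP2 beta2-adaptin appendage (R879A) on 4 µm glutathione beads | reagent = FITC-labelled arrestin peptide probe, 50 nM final | schedule = compound with beads 12 min RT, then probe 1 h RT | signal = HyperCyt-sampled flow cytometry, FL1 channel, ex 488/em 535 nm | read-out = percent response from loss of bead-bound FITC fluorescence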
AddAB inh – less growth of phage-infected E. coli with AddAB. E. coli expressing H. pylori AddAB, absorbance growth. inhibition, % at 11.9 µM. 330,000 compounds, 0.29% hits. AID 435030; in the data active = inhibition above about 12%;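 also: 0% = vehicle wells of infected cells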
Ecoli viability – bacterial growth inhibition, counter-screen for AddAB inhibitors; E. coli V3065 growth, OD600 absorbance, 18 h; AID 449728; 330,000 compounds, 0.27% hits; inhibition, % at 11.9 µM;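 active = inhibition above the campaign's mean inhibition across all tested compounds plus 3 SD, cut at about 9.9% in these data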;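 also: uninfected addAB+ strain grown without phage in ampicillin broth; 0% = DMSO wells and 100% = ciprofloxacin 0.95 µg/ml wells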
PfHsp90 set2 – inhibits growth of yeast expressing Plasmodium falciparum Hsp90; S. cerevisiae expressing PfHsp90, BacTiter-Glo ATP, 48 h; yeast lacking PDR1 and PDR3 efflux regulators; inhibition, % at 9.4 µM; 310,000 compounds, 0.32% hits; AID 504621;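 active = every replicate shows inhibition above about 80%, whatever the replicate mean, limit read from the data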;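 also: 0% = DMSO neutral controls and 100% = 20 µM radicicol positive controls; yeast relying on Plasmodium falciparum Hsp90 in place of its own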
Tat transport – E. coli Tat transport inhibition. E. coli MC4100 TorA-mCherry Tat export, fluorescence. inhibition, % at 10 µM. 340,000 compounds, 0.036% hits;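 active = mean replicate inhibition at least 50% and at least half of replicates individually reaching 50%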;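 also: exported cargo escapes ClpAP degradation while cytoplasmic cargo is degraded and loses fluorescence; 0% = median of neutral control wells and 100% = median of NaSCN control wells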
OPRM1-OPRD1 ag – OPRM1-OPRD1 heterodimerization agonism; P35372+P41143; cells, luminescence; activation, % at 9.3 µM; 340,000 compounds, 0.3% hits; AID 504326; in the data active = activation above about 18%;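 also: 0% = vehicle-treated cells and 100% = reference agonist; values of inactives mirror those of a sister screen read the other way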
Pemphigus Ab inh – inhibitors of pemphigus antibody binding to human desmoglein-3; 310,000 compounds, 0.48% hits; AID 588358; DSG3-coupled beads, scFv-anti-DSG3-GFP binding, flow cytometry; active compounds read low; binding (percent of control), % at 10 µM;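 active = binding more than 3 SD below its plate's average and above zero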;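 also: hits lower antibody fragment binding to DSG3; some compounds called inactive have numbers as strong as hits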
Target sequence (P32926 whole entry, looked up, the tested form may be a part): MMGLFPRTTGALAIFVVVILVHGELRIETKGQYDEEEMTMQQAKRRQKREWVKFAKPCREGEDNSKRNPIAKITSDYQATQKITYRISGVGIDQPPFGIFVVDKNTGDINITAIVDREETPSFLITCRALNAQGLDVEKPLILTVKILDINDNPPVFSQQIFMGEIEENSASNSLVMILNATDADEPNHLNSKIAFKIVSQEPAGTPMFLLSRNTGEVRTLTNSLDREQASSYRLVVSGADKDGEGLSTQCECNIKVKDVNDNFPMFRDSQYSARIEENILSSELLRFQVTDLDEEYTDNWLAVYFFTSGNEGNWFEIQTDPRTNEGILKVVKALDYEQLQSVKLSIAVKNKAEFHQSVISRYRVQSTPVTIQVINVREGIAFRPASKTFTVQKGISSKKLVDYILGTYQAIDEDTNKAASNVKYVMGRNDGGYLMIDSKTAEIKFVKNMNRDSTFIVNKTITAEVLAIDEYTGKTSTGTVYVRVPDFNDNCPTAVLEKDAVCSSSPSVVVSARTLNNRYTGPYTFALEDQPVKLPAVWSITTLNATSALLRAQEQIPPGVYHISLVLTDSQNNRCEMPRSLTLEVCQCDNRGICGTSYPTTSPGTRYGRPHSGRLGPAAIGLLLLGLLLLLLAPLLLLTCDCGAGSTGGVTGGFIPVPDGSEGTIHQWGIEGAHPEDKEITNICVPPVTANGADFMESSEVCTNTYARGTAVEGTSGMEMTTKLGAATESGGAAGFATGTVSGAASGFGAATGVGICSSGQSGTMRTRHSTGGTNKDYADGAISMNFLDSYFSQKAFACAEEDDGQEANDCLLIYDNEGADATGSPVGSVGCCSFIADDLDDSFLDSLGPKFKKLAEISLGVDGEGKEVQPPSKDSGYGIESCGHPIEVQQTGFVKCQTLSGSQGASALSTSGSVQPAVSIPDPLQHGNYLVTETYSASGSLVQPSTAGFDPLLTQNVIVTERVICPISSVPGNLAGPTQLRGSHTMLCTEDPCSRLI
PKA-R1A act – activates the PKA-R1A holoenzyme complex; P00514+P68181; PKA-R1A dissociation, Cy5-IP20 fluorescence polarization; scaled: DMSO 0%, 113 µM cGMP 100%; activation, % at 11.4 µM; 340,000 compounds, 0.083% hits; AID 504707;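 active = percent activation above the mean of all tested compounds plus 3 SD, cut at about 19% in these data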;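 also: higher means more PKAc released from R1A so a rise in polarization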
SUMO Mot1 rescue – SUMOylation pathway inhibition by Mot1-301 growth rescue | growth rescue, % at 18.8 µM | S. cerevisiae Mot1-301 growth rescue, ATP luminescence, 38.5C; percent above DMSO median, 100 means doubled | 320,000 compounds, 1% hits;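 active = every valid replicate shows activation above 250% relative to neutral control wells; inactive = the rest, any valid replicate at or below 250%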;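 also: OY570 slx delta 5 strain wells were the positive control but not used for scaling; some compounds called inactive have numbers as strong as hits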
An asterisk follows results filed as active; . = not tested or not shown.

Below each SMILES – MOR-DOR inv ag, OPRM1-OPRD1 ag, SUMO Mot1 rescue, phage Ecoli inh, PKA-R1A act, AddAB inh, Arr AP2 block, Tat transport, Ecoli viability, PfHsp90 set2, Pemphigus Ab inh
Cc1nc(SCC(=O)Nc2c(C)nn(C)c2C)c2cnn(-c3ccccc3)c2n1
    0, 0.0, -12, 0.6, 3, 0.2, 1, 0, -0.4, -22, 106
CC(NS(=O)(=O)c1ccc(F)cc1)C(=O)Nc1ccc2c(c1)OCCO2 (stereo not drawn)
    18, -3.3, 1, 2.4, -7, 0.9, 5, -4, 0.5, 11, 119
CCC(C)OC(=O)C1=C(C)OC23OC(N)=C(C#N)C12C(=O)c1ccccc13 (stereo not drawn)
    12, -2.2, -1, 1.4, -12, -0.3, 9, -6, -3.4, 30, 93
Cn1c(N)c(C(=O)COC(=O)Cc2cccs2)c(=O)n(C)c1=O
    0, -0.1, -3, 0.1, 3, -0.1, 8, -1, 1.7, -1, 116
COc1ccc(C(=O)NCCN2CCN(C(=O)c3ccc(OC)cc3)CC2)cc1
    15, -2.9, 7, 2.2, -11, -0.9, -12, 2, 0.2, 10, 107
CCCCCCn1cc(C(=O)O)c(=O)c2ccccc21
    -19, 3.2, -12, 0.8, -4, 0.6, 9, -2, -2.8, -16, 92
CCOC(=O)N1CCN(C(=O)CNC(=O)c2ccc(Br)o2)CC1
    5, -0.9, 7, -0.7, 6, ., 13, -11, ., -9, 115
OCCCCC#Cc1c(-c2ccsc2)sc2ccccc12
    14, -2.6, 2, 2.1, 8, 2.3, -4, 11, -1.0, -112, 105
CC(OC(=O)COc1ccccc1)C(=O)NC1CCCC1 (stereo not drawn)
    -3, 0.7, -15, 0.9, 3, 0.8, -2, 4, -0.6, -15, .
COc1ccc(-n2c(SCC(=O)N3CCOCC3)nc(O)cc2=O)cc1
    7, -2.0, 0, -0.6, -14, ., -9, -3, ., -6, 111
CCN1CCN(c2ccc(NC(=O)Cc3ccccc3)cc2)CC1
    16, -2.9, 226, 1.6, 3, -1.8, -5, 8, -2.3, -46, 99
COc1ccc(NS(=O)(=O)c2ccc3c(c2)NC(=O)CCS3)cc1Cl
    -11, 2.2, -11, 2.6, -8, 4.9, 5, -2, 1.8, 4, .
CCc1ccc2c(c1)cc(CN(C(=S)Nc1cccc(C)c1)C1CC1)c1nnnn12
    -6, 1.0, -13, 2.0, 2, 0.1, 3, 7, -2.1, -29, 115
COc1ccc(CN2CC(=O)N(c3ccc(C)c(C)c3)C2=S)cc1OC
    11, -2.4, 204, -1.2, -7, -0.2, -23, 7, 0.1, -10, 102
O=C(C1CC1)N1N=C2CCCCC2C1(O)C(F)(F)F (stereo not drawn)
    7, -1.4, -10, 3.2, -3, -3.6, 24, 8, -0.8, 7, 108
COc1ccc(C(=O)C2CCCN(Cc3cccn3-c3ccccn3)C2)cc1F (stereo not drawn)
    -5, 0.9, 167, -0.5, -4, 0.4, -2, 1, 1.0, ., 103
COc1ccc(NC(=O)CC2C(=O)N(Cc3cccs3)C(=S)N2C(C)C)cc1 (stereo not drawn)
    -2, 0.3, -21, 2.8, -2, -1.1, 3, 5, 2.6, -29, 101
O=C1CN(C(=O)/C=C/c2cc(Br)ccc2F)CCN1
    -9, 1.3, -7, 2.3, -6, 0.4, -1, 13, -0.8, -14, 113
COc1ccc(Cl)cc1NS(=O)(=O)c1cccc(C(=O)NCC2(N(C)C)CCCCC2)c1
    2, -0.4, -7, 2.6, -5, ., 39, -1, ., -4, 101
CCN(CC)c1ccc(NC(=O)CN(C)Cc2cccs2)cc1
    11, -2.1, 7, 2.0, 5, 4.3, 31, -1, -2.8, -16, 110
c1ccc(Cn2ncc3c(N4CCOCC4)ncnc32)cc1
    -6, 1.0, -6, 2.0, -17, -0.5, 10, -2, 1.5, -3, 99
Cc1ccc(S(=O)(=O)Nc2ccc(NC(=O)c3cccnc3)cc2)cc1
    16, -3.2, 0, 4.1, 5, 2.7, 40, -4, 1.8, 11, 104
Oc1ccc(/C=N/N2CCN(Cc3ccccc3)CC2)cc1
    -1, 0.1, 145, 2.7, -7, 1.8, 5, 3, 1.2, -7, 99
CCc1ccc(NC(=O)CSc2nnnn2C)cc1
    9, -1.7, -2, -0.8, 5, 5.2, 2, -6, 0.2, -36, 104
C/C=C/C(=O)OCC(=O)Nc1ccc(OC)c(OC)c1
    8, -1.7, 8, 1.0, 4, 0.2, -11, -9, 0.7, 33, .
CS(=O)(=O)c1ccc2nc(NC(=O)c3ccc(Cn4cc(Br)cn4)o3)sc2c1
    7, -1.4, -20, -0.1, -19, 2.8, 1, 0, -0.3, 5, .
CN(/N=C/c1cccs1)c1cc(=O)n(C)c(=O)[nH]1
    15, -3.6, 6, -1.4, -5, 2.4, -2, 0, 0.8, -1, .
O=[N+]([O-])c1cccnc1Sc1n[nH]c(-c2ccc(Cl)cc2)n1
    -6, 1.2, 396, 2.4, -4, 4.8, 33, -3, 1.3, -17, .
O=C(NCc1ccccn1)/C(=C/c1ccco1)NC(=O)c1ccccc1
    1, -0.2, -8, -2.1, 3, 4.7, 3, -1, 0.3, 9, 126
O=C(COC(=O)/C=C/c1ccc(Cl)cc1Cl)Nc1cc(C(F)(F)F)ccc1N1CCOCC1
    -27, 4.5, 14, 2.3, 6, 1.6, 6, -4, -1.1, -44, 105
CCOc1ccc(-n2c(=S)sc3c(=O)[nH]c(SCC(=O)NCc4ccco4)nc32)cc1
    0, -0.1, -6, 2.3, -2, 0.4, 10, 1, -1.3, ., 101
COc1ccc(-n2c(CN3CCN(C)CC3)nc3ccc([N+](=O)[O-])cc3c2=O)c(OC)c1
    0, 0.0, 9, -0.7, 5, -1.6, 42, 6, -1.4, -9, 116
CCC(C)NC(=O)CN1C(=O)NC2NC(=O)NC21 (stereo not drawn)
    1, -0.2, 427, -1.7, -3, 4.3, 21, 0, 1.3, -4, 92
O=C(Cc1cccc(C(F)(F)F)c1)Nc1ccccc1
    12, -2.4, 7, 3.4, 6, -0.3, 10, 1, -2.1, -7, 99
CC1(C)CC(=O)C(C=NCC(O)c2ccccc2)=C(O)C1 (stereo not drawn)
    2, -0.4, -7, 1.9, -4, 2.6, 4, 6, 3.5, 18, 102
CCOC(=O)C(=O)N1CCN(c2cc3c(cc2[N+](=O)[O-])n(C)c(=O)n3C)CC1
    10, -2.1, 8, 2.9, 10, 2.6, 9, 11, -0.2, 1, 96
c1ccc(OCCOCCN2CCOCC2)cc1
    1, -0.2, 16, 1.1, 0, 4.0, -10, -4, 2.2, -15, 123
O=C(CSc1nnnn1-c1cccc2ccccc12)Nc1ccc(C(=O)O)cc1
    6, -1.2, 22, 2.4, 6, 1.0, 26, -1, 1.6, -5, 111
CCCC(O)(c1ccccc1)C(CN1CCOCC1)c1ccccc1 (stereo not drawn)
    -21, 4.8, 43, 0.1, -3, -1.9, -7, 3, -0.7, -3, 95
COc1cc(-c2nnc(CSc3nnc(Nc4ccc(Oc5ccccc5)cc4)s3)o2)cc(OC)c1OC
    1, -0.2, -7, 3.0, -13, 0.9, 2, 1, -1.5, 4, 108
Cc1c(N=Cc2cccs2)c(=O)n(-c2ccccc2)n1C
    -2, 0.3, -5, 1.8, 0, -1.8, 7, 3, -0.8, 6, 104
CC(=O)Nc1cccc(NC(=O)CSc2nc(C3CC3)nc3ccccc23)c1
    10, -1.6, 3, 1.8, -5, 2.5, 0, -1, -1.4, -9, 94
COc1cccc(C(=O)Nc2cc(=O)n(C)c(=O)n2C)c1OC
    12, -2.4, 1, 4.7, 7, 0.0, -7, 4, -1.7, 31, 94
CCOC(=O)c1ccccc1NC(=O)c1ccc(Cl)c(S(=O)(=O)N2CCOCC2)c1
    -1, 0.1, 125, 3.2, 7, 1.2, 39, -3, -1.2, -9, 106
N=C(N)Cc1ccccc1Sc1ccccc1
    7, -1.3, 8, 2.6, -18, 5.8, 2, 1, -1.8, -51, 96
Cc1cc(C)c(OCCn2ccnc2)c(C)c1
    14, -3.1, 3, 0.2, -8, ., 11, 0, ., 1, 102
CN(Cc1cccc(Cl)c1Cl)CC(O)COc1ccccc1 (stereo not drawn)
    -18, 3.6, -22, 1.0, 3, 1.9, 38, -5, -0.7, -21, 99
CC(C)(C)OC(=O)N1CCCC(C(=O)Nc2ccc(C(=O)N3CCCC3)cc2)C1 (stereo not drawn)
    10, -1.7, -2, 2.5, -3, 1.9, 20, -11, 0.6, 24, 99
c1ccc2c(CSCc3nc4ccccc4[nH]3)cccc2c1
    -9, 2.0, 9, 2.7, -5, 1.1, -4, -3, 0.8, ., 106
Cc1nc2ccccc2c2nc(NC(=O)Cc3ccccc3)nn12
    10, -1.9, -11, 0.6, -15, 2.1, 12, 1, -0.9, ., 100
CC(=O)c1cccc(NC(=O)C2CCCN2S(=O)(=O)c2cccc3cccnc23)c1 (stereo not drawn)
    0, 0.1, 299, 3.3, 0, 3.6, 27, -12, 1.6, 15, 109

Part of the list above, reformatted:
Structure | MOR-DOR inv ag | OPRM1-OPRD1 ag | SUMO Mot1 rescue | phage Ecoli inh | PKA-R1A act | AddAB inh | Arr AP2 block | Tat transport | Ecoli viability | PfHsp90 set2 | Pemphigus Ab inh
Oc1ccc(/C=N/N2CCN(Cc3ccccc3)CC2)cc1 | -1 | 0.1 | 145 | 2.7 | -7 | 1.8 | 5 | 3 | 1.2 | -7 | 99
CCN(CC)c1ccc(NC(=O)CN(C)Cc2cccs2)cc1 | 11 | -2.1 | 7 | 2.0 | 5 | 4.3 | 31 | -1 | -2.8 | -16 | 110
